# Compound activity from PubChem BioAssay.
# GPR151 ag: activators of human GPR151, primary screen, cell-based, PathHunter beta-arrestin, luminescence; PathHunter beta-arrestin GPR151 cells; 650,000 tested, 1% active; activation, % at 11.2 µM; G-protein coupled receptor 151 (Homo sapiens), Q8TDV0; in the data active = activation above about 4.9%;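 note: 0% = median of compound wells and 100% = cells with positive control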
# Target sequence (Q8TDV0 whole entry, looked up): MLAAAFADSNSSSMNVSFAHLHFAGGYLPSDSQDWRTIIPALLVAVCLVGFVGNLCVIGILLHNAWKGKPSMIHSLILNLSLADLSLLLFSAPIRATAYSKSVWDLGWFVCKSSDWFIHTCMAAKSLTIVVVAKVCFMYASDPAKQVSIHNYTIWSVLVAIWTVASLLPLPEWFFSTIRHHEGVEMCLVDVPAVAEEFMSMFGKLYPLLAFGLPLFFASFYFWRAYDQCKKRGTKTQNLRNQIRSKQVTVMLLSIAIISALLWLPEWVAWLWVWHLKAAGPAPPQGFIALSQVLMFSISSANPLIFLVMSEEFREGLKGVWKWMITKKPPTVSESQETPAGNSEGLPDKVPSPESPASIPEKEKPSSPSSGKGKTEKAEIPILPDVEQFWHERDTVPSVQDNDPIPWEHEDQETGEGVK
# MITF primary: MITF inhibitors, primary screen, biochemical, AlphaScreen, human. Microphthalmia-associated transcription factor (Homo sapiens), O75030. AlphaScreen MITF homodimerization, bead proximity signal. inhibition, % at 2.6 µM. 650,000 tested, 0.91% active. AID 1259374, 2018; in the data active = inhibition above about 50%;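 note: 0% = vehicle wells with protein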
# Target sequence (O75030 whole entry, looked up): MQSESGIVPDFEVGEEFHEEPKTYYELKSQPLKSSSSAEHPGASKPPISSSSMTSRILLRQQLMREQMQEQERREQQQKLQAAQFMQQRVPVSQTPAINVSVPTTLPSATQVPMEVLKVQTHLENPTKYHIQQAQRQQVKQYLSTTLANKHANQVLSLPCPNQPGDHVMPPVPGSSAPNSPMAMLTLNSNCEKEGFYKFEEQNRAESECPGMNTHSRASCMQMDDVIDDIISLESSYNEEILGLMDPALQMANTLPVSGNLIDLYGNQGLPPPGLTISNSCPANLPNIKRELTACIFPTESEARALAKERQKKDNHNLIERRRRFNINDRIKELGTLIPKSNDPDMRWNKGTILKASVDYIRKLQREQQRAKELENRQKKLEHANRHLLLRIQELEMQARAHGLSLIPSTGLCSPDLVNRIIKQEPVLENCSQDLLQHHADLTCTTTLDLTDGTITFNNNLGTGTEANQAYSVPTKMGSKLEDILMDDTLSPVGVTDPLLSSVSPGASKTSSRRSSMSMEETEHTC
# TEAD-YAP inh: TEAD-YAP interaction inhibition, primary screen, TEAD-YAP interaction inhibitor project, luminescence, HEK-TIYL cells; TEAD-Gal4/YAP UAS-luciferase luminescence; inhibition, % at 9.12 µM; 640,000 tested, 1.4% active; in the data active = inhibition above about 32%;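 note: 0% = median of test compound wells and 100% = reference inhibitor wells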
# FBW7 activator: FBW7 E3 ligase activators, primary screen, biochemical, AlphaScreen, human. F-box/WD repeat-containing protein 7 (Homo sapiens), Q969H0. normalized activity (activation), % at 26.1 µM. 650,000 tested, 0.13% active. AlphaScreen FBW7–phospho-cyclin E peptide binding, activator screen; in the data active = normalized activity above about 1.9%;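 note: purified mutant Fbw7 with reduced substrate affinity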
# Active calls of the source: *; & = joins results of further samples.
structure	GPR151 ag	MITF primary	TEAD-YAP inh	FBW7 activator
COc1cc(C(N)=O)ccc1Oc1ccc(C(F)(F)F)cc1[N+](=O)[O-]	1.3	-2	-9	0.1
COCCNCCOc1ccc(OCc2ccccc2)cc1	-2.3	30	-39	0.2
Cc1ccc(Cl)c(OC(C)C(=O)NNC(=S)NC2CC2)c1 (stereo not given)	0.9	-17	-18	-0.2
CCN(CC)c1nc(Nc2nc3ccccc3n2C)nc(NC2CCN(Cc3ccccc3)CC2)n1	1.1	-1	-10	0.1
O=C(CNCc1ccc(Cl)cc1)c1cccs1	0.1	25	5	0.2
Cc1cccc(N2CCN(C(=O)CN3C(=O)C4C5C=CC(C5)C4C3=O)CC2C)c1 (stereo not given)	0.0	9	-3	-0.1
CCCCNC(=O)COc1ccc(C#N)cc1	2.4	-1	-8	-0.1
CCc1ccccc1NC(=O)CCCC(=O)OCC(=O)c1cccc(OC)c1	-1.2	11	6	0.1
CC1CCCC(C)N1S(=O)(=O)c1ccc(S(=O)(=O)N2CCCC2)cc1 (stereo not given)	0.3	13	-1	0.3
COCCCNC(CC(=O)Nc1cc(C)ccc1C)C(=O)O (stereo not given)	0.3	6	5	-0.2
CC(C)c1ccc(C2/C(=C(/O)c3ccc(Cl)cc3)C(=O)C(=O)N2CCN(C)C)cc1 (stereo not given)	-0.5	1	-1	0.0
Cc1cc(C)nc(Sc2nc(Sc3nc(C)cc(C)n3)nc(N(c3ccccc3)c3ccccc3)n2)n1	0.5	-10	9	0.0
COc1cc(Cc2nnc(C(=O)NC3CCCCCCC3)o2)cc(OC)c1OC	-0.2	-3	15	0.1
CC(C)(O)C(=O)/C=C/c1ccc(Cl)cc1	0.8	1	-12	-0.1
O=C(Nc1cnccc1N1CCC2(CC1)OCCO2)c1ccc(Br)o1	-0.8	-8	10	-0.3
O=C(Nc1nccs1)c1cccc(NC(=O)C(c2ccccc2)c2ccccc2)c1	0.0	11	9	0.6
CCOC(=O)C1(Cc2cccc(Cl)c2)CCCN(C(=O)CCc2ccccn2)C1 (stereo not given)	1.2	-8	-15	-0.1
Cc1ccc(CN=c2c([N+](=O)[O-])nn(-c3ccccc3)n2O)cc1	-0.5	8	5	-0.2
CCOc1ccc(NC(=O)C2C3C=CC4(O3)C2C(=O)N(CCc2ccccc2Cl)C4C(=O)NC2CCCCC2)cc1 (stereo not given)	0.8	7	7	0.2
Cc1ccc(NC(=O)CN(c2cc(C(F)(F)F)ccc2Cl)S(=O)(=O)c2ccccc2)c(C)c1	1.2	3	9	0.1
Cc1nn(-c2ccccc2)c2c1C(c1ccc(Cl)c([N+](=O)[O-])c1)C(C#N)=C(N)O2 (stereo not given)	-2.7	15	6	-0.5
CC(NC(=O)c1ccco1)c1ccc(I)cc1 (stereo not given)	0.8	-10	1	-0.1
CCOc1cc(C2N(c3ccc(C)cc3)CCN2c2ccc(C)cc2)cc(Br)c1O	1.2	8	-1	0.0
CC(C)C(NS(C)(=O)=O)c1nnc2n1CCN(Cc1ccc3c(c1)CCO3)CC2 (stereo not given)	-1.1	1	-10	0.1
O=C(CC1C(=O)NCCN1CC(c1ccccc1)c1ccccc1)NCCc1cscn1 (stereo not given)	0.6	1	7	-0.2
CC(=O)c1cccc(-c2nc(NCCO)c3ncn(Cc4ccc(C(F)(F)F)cc4)c3n2)c1	3.4	12	-4	0.2
Cc1ccc(NC(=O)c2nnn(Cc3cccc(Cl)c3)c2N)cc1C	-0.9	-10	-2	-0.2
Cc1nn(CC(=O)N2CCCCC2)c(=O)c2cccn12	-1.0	-8	-5	0.1
Cc1cc(C(=O)COc2ncnc3c2cnn3-c2ccccc2)c(C)n1Cc1ccco1	0.7	2	-1	-0.3
O=C(Cc1n[nH]c(=O)[nH]c1=O)N/N=C/c1ccc(Cl)cc1	1.6	3	5	-0.1
N#CC1C(c2ccc(F)cc2)C1(C#N)C(=O)NN (stereo not given)	0.2	-3	1	-0.1
Cc1ccccc1/C=C1/NC(=O)N(Cc2ccc(F)cc2)C1=O	1.1	1	11	-0.1
Cc1ccc(OCc2nc(-c3ccc(Cl)cc3)no2)c(C)c1	-0.5	0	7	0.5
CCOC(=O)c1sc2nc(SCc3ccc(Cl)cc3)n(CCC3=CCCCC3)c(=O)c2c1C	1.1	14	0	0.5
CCOC(=O)NC(Nc1ccc(O)cc1)(C(F)(F)F)C(F)(F)F	-1.0	4	10	0.4
O=C(O)c1cc(S(=O)(=O)Nc2ccc3cn[nH]c3c2)ccc1Br	-1.7	3	7	0.1
CCN(CC)c1ccc2cc(-c3nc4ccccc4n3C)c(=O)oc2c1	0.5	-2	33*	0.7
CCc1cc(C(=O)N2CCCCC2C)cs1 (stereo not given)	1.3	17	6	0.0
O=C(/C=N/OCC(O)c1ccccc1)Nc1ccc2c(c1)OCCO2 (stereo not given)	-0.1	13	-19	0.1
CC(=O)N1CCc2cc(S(=O)(=O)NC(C(=O)Nc3nc(C)cs3)C(C)C)ccc21 (stereo not given)	-0.8	2	-2	0.2

# Brought forward from above: six compounds, followed by the next part.
structure	GPR151 ag	MITF primary	TEAD-YAP inh	FBW7 activator
CCOC(=O)NC(Nc1ccc(O)cc1)(C(F)(F)F)C(F)(F)F	-1.0	4	10	0.4
O=C(O)c1cc(S(=O)(=O)Nc2ccc3cn[nH]c3c2)ccc1Br	-1.7	3	7	0.1
CCN(CC)c1ccc2cc(-c3nc4ccccc4n3C)c(=O)oc2c1	0.5	-2	33*	0.7
CCc1cc(C(=O)N2CCCCC2C)cs1 (stereo not given)	1.3	17	6	0.0
O=C(/C=N/OCC(O)c1ccccc1)Nc1ccc2c(c1)OCCO2 (stereo not given)	-0.1	13	-19	0.1
CC(=O)N1CCc2cc(S(=O)(=O)NC(C(=O)Nc3nc(C)cs3)C(C)C)ccc21 (stereo not given)	-0.8	2	-2	0.2
CCOc1ccccc1-c1csc(NC(=O)c2cccs2)n1	-0.1	6	-1	0.0
CC1=CC2CC1C1C(=O)N(c3cccc4ccccc34)C(=O)C21 (stereo not given)	-0.2	-20	7	-0.1
Cc1sc2nc(C3CCCN(C(=O)c4ccc5c(c4)OCCO5)C3)[nH]c(=O)c2c1C (stereo not given)	-1.3	8	5	-0.1
CC(C)n1c(NCCCN2CCCC2=O)nc2c(NC3CCN(Cc4ccccc4)CC3)ncnc21	0.2	7	22	0.1
Cc1ccc([N+](=O)[O-])cc1S(=O)(=O)NC(C)C12CC3CC(CC(C3)C1)C2 (stereo not given)	-1.8	-11	-5	0.0
CC1=C(C(=O)OCC2CCCO2)C(c2coc3ccc(C)cc3c2=O)C2=C(CCCC2=O)N1 (stereo not given)	0.2	-11	5	-0.1
O=C(c1ccc2c(c1)OCO2)C1CCCN(S(=O)(=O)c2ccc(-c3ccon3)s2)C1 (stereo not given)	2.0	-6	8	0.1
O=C(NC1CCCCC1)c1cc(Sc2ccccc2Cl)nc2ccccc12	-1.3	8	-14	0.1
CCOC(=O)C(=O)Nc1ccc(S(=O)(=O)NC(C)=O)cc1	-0.2	7	-7	0.1
O=S(=O)(c1ccc(Oc2ccccc2)cc1)N1CCCCC1	-1.0	2	0	0.0
NCCCC[C@@H]1NC(=O)[C@H]2CN(C(=O)c3ccc4ccccc4c3)CCN2C1=O	-0.9	7	3	-0.1
CCCCN(C)C(=O)C1c2ccccc2C(=O)N(c2ccc(OC)cc2)C1c1ccc(OC)cc1 (stereo not given)	0.6	1	4	0.0
CCCN1CC=C2C(C#N)=C(N)C(C#N)(C#N)C(c3c(F)cccc3Cl)C2C1 (stereo not given)	-0.9	-12	-4	-0.1
Cc1ccc(Cn2c(=O)c3ccccc3n3c(CCC(=O)O)nnc23)cc1	-1.4	-4	-11	0.0
COCc1cc(CN2CCOCC2)c(O)c2ncccc12	0.7	90*	2	-2.0
CN1CCN(S(=O)(=O)c2ccc(Br)cc2)CC1	2.2	-2	1	0.1
COC(=O)c1ccc2c(=O)[nH]c3c(C(=O)Nc4ccc(OC)c(OC)c4)sc(=S)n3c2c1	-0.6	2	-12	-0.1
O=C(CN1C(=O)[C@@H]2CCCN2C(=O)c2ccccc21)N1CCCCC1	0.8	-4	2	0.0
CC(=O)N1CCN(CC(=O)Nc2ccc3c(c2)OC(F)(F)O3)CC1	-0.5	5	3	-0.1
N#Cc1ccc(CSc2nnc(-c3cccc(C#N)c3)o2)cc1	-0.7	9	-1	0.3
COc1ccc(NC(=O)COc2ccc(CNCCc3ccccc3)cc2OC)cc1	0.9	-11	-7	0.0
CCOc1ccc(CCNC(=O)c2cc3ccccc3cc2OC)cc1OCC	0.3	7	-5	0.7
Cc1cc(NC(=O)COC(=O)c2ccccc2[N+](=O)[O-])no1	-0.1	6	2	-0.1
CCOC(=O)c1ccc(NC(=O)CCN2C(=O)c3ccccc3C2=O)cc1	-0.8	8	1	0.1

# The list continues.
Structure | GPR151 ag | MITF primary | TEAD-YAP inh | FBW7 activator
Cc1cc(NC(=O)CSc2nnc(C(F)(F)F)n2N)c([N+](=O)[O-])cc1C | -0.8 | -2 | 4 | 0.0
COC(=O)c1c(OC2CCCC2)cc(=O)n2c1CCN(C)CC2 | 0.2 | 19 | -10 | -0.1
Cc1nc(Sc2c(-c3ccccc3Cl)c3cc(Cl)ccc3[nH]c2=O)[nH]c(=O)c1Cc1ccccc1 | -0.6 | 9 | -1 | -0.1
COC(=O)NNC(=O)C1CCC(C(=O)NNC(=O)OC)CC1 (stereo not given) | 1.3 | 16 | 7 | 0.1
COc1cccc(/C=c2/sc3n(c2=O)C(N)=C(C#N)C(c2cccc(OC)c2)C=3C#N)c1 (stereo not given) | -0.7 | 22 | 6 | 1.1
COc1ccc(CC(=O)OCC(=O)c2c[nH]c3ccccc23)cc1 | 1.2 | -78 | -1 | 0.1
O=C(CCn1cnc2ccccc2c1=O)Nc1cccc(C(F)(F)F)c1 | -0.3 | 9 | 3 | 0.1
O=C(CN(c1ccc(Cl)cc1Cl)S(=O)(=O)c1ccccc1)Nc1cccnc1 | 2.5 | 3 | 4 | -0.1
Cc1nc(C)c(-c2ccc(SCC(=O)Nc3nc4ccccc4s3)nn2)s1 | -5.9 | 5 | -54 | -0.1
O=C(O)c1ccccc1NC(=O)N1c2ccccc2Sc2ccccc21 | 0.9 | 13 | 3 | -0.1
CSc1cccc(N2C(=O)CN(Cc3ccccc3)C2=S)c1 | -1.0 | 11 | 10 | 0.1
CC(C)CC1=NN2C(=N)/C(=C/c3cccs3)C(=O)N=C2S1 | -0.5 | 13 | -18 | 0.3
O=C1NC2=C(C(=O)OC2)C(c2cccc([N+](=O)[O-])c2)N1 (stereo not given) | -0.7 | 9 | 3 | 0.6
CSc1ccc(/C=C/C(=O)c2ccc(S(=O)(=O)N3CCCC3)cc2)cc1 | -0.6 | -6 | -1 | -0.1
CC1SC(C)C(=O)N(CC(=O)Nc2cccc3ccccc23)C1=O (stereo not given) | -1.1 | 13 | -4 | 0.0
COc1cc(C(=O)/C=C/Nc2ccccc2F)cc(OC)c1OC | -0.4 | -14 | 28 | 0.1
COCCn1cnc2sc(C(=O)Nc3ccccc3F)c(C)c2c1=O | -0.6 | 2 | -7 | -0.1
O=C(Nc1cccc2ccccc12)c1ccc(Br)o1 | -0.1 | 11 | -6 | 0.2
COC(=O)c1ccc(C2C(C#N)=C(N)Oc3c2oc(CO)cc3=O)cc1 (stereo not given) | 0.9 | 18 | 2 | 0.4
CCc1ccc(C(=O)N2CCN3C(=O)[C@H]4CCCN4C(=O)[C@H]3C2)cc1 | 0.8 | 11 | -3 | -0.1
C=CCn1c(Cc2cccs2)nnc1SCC(=O)Nc1ccccc1OCC | 0.5 | 2 | 14 | -0.1
Cc1ccccc1C(=O)OC1OC(=O)C(Cl)=C1Nc1cccc(C(=O)O)c1 (stereo not given) | 0.1 | -12 | -5 | -0.1
Cn1c(CNS(=O)(=O)c2cccc(C(F)(F)F)c2)nnc1SCc1ccccc1 | 0.8 | 1 | 9 | 0.0
Cc1cc(=O)[nH]c(SCC(=O)c2c(C)[nH]c3ccccc23)n1 | -0.8 | 18 | -6 | -0.1
Fc1cccc(-c2nc3ccc(F)cc3nc2-c2cccc(F)c2)c1 | 0.8 | 6 | 6 | 0.3
O=C1CC(c2ccccc2)C(C(=O)Nc2cccc(Cl)c2)N1 (stereo not given) | -1.9 | -3 | 1 | -0.1
COc1ccc(C2CC(=O)N3C(=C2C#N)SCC3(O)c2ccc(OC)cc2)cc1 (stereo not given) | -0.5 | 0 | -59 | 0.0
O=C(CCCOc1ccccc1)Nc1ccc(Cl)c(Cl)c1 | -0.3 | 0 | -1 | -0.2
CCOC(=O)C1=C(C)NC2=C(C(=O)CC(c3ccccc3)C2)C1c1cccnc1 (stereo not given) | 0.2&-0.5 | 0&-4 | 10&13 | 0.0&-0.1
CCc1ccccc1NC(=O)c1ccc(F)c(S(=O)(=O)N(CC)c2cccc(C)c2)c1 | -2.6 | 7 | 1 | -0.1
O=C(CSc1ccc([N+](=O)[O-])cn1)N1CCOCC1 | -1.0 | -3 | -4 | -0.2
